# From PubChem BioAssay
# EZH2 inh: EZH2/PRC2 methyltransferase inhibitors, primary screen, biochemical, DELFIA time-resolved fluorescence, single point; AID 651548, 2012; PRC2 H3K27 methylation, DELFIA TRF, 1 h; 57,000 tested, 0.35% active; inhibition, % at 12.5 µM;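 active = mean inhibition of replicates at least 50% and every single replicate also reaching 50%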;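 note: dimethyl H3K27 on biotinylated H3 21-44 peptide detected by antibody; plate controls were median neutral control wells for no effect and median positive control wells for full effect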
# Target sequence (Q15910 whole entry, looked up): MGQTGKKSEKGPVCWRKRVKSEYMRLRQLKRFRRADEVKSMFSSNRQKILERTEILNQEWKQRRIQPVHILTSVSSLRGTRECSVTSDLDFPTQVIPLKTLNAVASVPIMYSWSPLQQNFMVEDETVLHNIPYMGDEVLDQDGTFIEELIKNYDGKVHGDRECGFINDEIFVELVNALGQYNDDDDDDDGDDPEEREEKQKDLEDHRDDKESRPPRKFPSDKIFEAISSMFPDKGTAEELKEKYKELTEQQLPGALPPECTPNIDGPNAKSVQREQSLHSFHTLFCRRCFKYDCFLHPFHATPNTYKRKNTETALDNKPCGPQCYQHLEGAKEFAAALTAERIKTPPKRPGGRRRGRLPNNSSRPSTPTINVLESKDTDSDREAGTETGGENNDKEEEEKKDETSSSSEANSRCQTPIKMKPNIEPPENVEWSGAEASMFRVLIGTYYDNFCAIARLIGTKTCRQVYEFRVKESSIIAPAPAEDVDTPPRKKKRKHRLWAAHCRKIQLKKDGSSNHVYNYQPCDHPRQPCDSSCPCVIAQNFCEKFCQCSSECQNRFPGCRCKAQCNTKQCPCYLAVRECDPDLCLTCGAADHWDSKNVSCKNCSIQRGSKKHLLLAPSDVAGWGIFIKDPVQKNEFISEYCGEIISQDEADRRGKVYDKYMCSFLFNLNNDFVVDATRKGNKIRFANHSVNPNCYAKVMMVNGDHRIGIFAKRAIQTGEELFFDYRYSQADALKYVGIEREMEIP
# IDH1 R132H inh: inhibitors of IDH1 R132H reductase, primary screen, biochemical, plate reader, single point; diaphorase/resazurin fluorescence, 60 min; Isocitrate dehydrogenase [NADP] cytoplasmic (Homo sapiens), O75874; inhibition, % at 10 µM; 70,000 tested, 0.18% active; in the data active = inhibition above about 34%;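 note: 0% = DMSO and 100% = no enzyme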
# * = called active by the depositor; / = no result given.
SMILES,EZH2 inh,IDH1 R132H inh
C[C@H]1CN([C@@H](C)CO)C(=O)c2cc(-c3cccnc3)cnc2O[C@H]1CN(C)C(=O)C1CCCCC1,-13,/
C[C@H](CO)N1C[C@H](C)[C@H](CN(C)Cc2ccncc2)Oc2ncc(C#CCC3CCCC3)cc2C1=O,/,2.9
COCCNC(=O)C1(C)CCCN(C(=O)c2ccc(OC)c(OC)c2)C1 (stereo unspecified),-2,/
C[C@@H]1CN([C@H](C)CO)C(=O)CCCn2cc(nn2)CO[C@H]1CN(C)C(=O)Oc1ccccc1,4,1.5
CCOC(=O)c1cc(NC(=O)CSc2nc3ccccc3s2)ccc1Cl,/,-0.4
CO[C@@H]1CN(C)C(=O)c2ccc(NC(=O)c3ccc4c(c3)OCO4)cc2OC[C@H](C)NC[C@H]1C,6,-0.2
COCCCN=C1NS(=O)(=O)c2ccccc21,3,0.6
O=S(=O)(c1ccccc1)c1nc(-c2ccccc2F)oc1NCc1cccnc1,-7,0.4
C[C@H]1CN([C@@H](C)CO)C(=O)c2c(c3ccccc3n2C)-c2ccccc2CO[C@@H]1CN(C)C(=O)[C@@H](Cc1ccccc1)N(C)C,-17,/
Cc1noc(C)c1NC(=O)Nc1ccc2c(c1)CC(=O)N([C@H](C)CO)C[C@@H](C)[C@H](CN(C)Cc1ccc(Oc3ccccc3)cc1)O2,/,3.0
C[C@H]1CN([C@@H](C)CO)C(=O)Cc2cc(NC(=O)C3CC3)ccc2O[C@@H]1CN(C)C(=O)Nc1cccc2ccccc12,-5,-1.5
C/C=C/c1cnc2c(c1)C(=O)N([C@H](C)CO)C[C@H](C)[C@H](CN(C)C(=O)Cc1ccccn1)O2,-5,0.1
C[C@H]1CN([C@@H](C)CO)C(=O)Cc2cc(NC(=O)C3CCCCC3)ccc2O[C@H]1CN(C)C(=O)Nc1ccccc1,1,2.5
CC(=O)Nc1nc(-c2ccccc2)nc(-c2ccccc2OC(C)=O)n1,3,-0.1
C[C@H](CO)N1C[C@H](C)[C@@H](CN(C)S(=O)(=O)c2cn(C)cn2)Oc2c(cccc2N(C)C)C1=O,-1,-2.9
COCC#Cc1cnc2c(c1)C(=O)N([C@H](C)CO)C[C@@H](C)[C@H](CN(C)C(=O)c1cccnc1)O2,-18,-0.4
C[C@H]1CN([C@@H](C)CO)S(=O)(=O)c2ccc(C#CC3(O)CCCC3)cc2O[C@@H]1CN(C)C(=O)Nc1ccc(F)cc1,-26,0.0
COc1cccc(S(=O)(=O)Nc2ccc3c(c2)[C@H]2C[C@@H](CC(=O)NCc4ccc(Cl)cc4)O[C@H](CO)[C@H]2O3)c1,-5,-0.1
COc1ccc(C#Cc2cnc3c(c2)C(=O)N([C@H](C)CO)C[C@H](C)[C@H](CN(C)C)O3)cc1,8,1.9
Cc1ccc(S(=O)(=O)NCC[C@@H]2CC[C@@H](NC(=O)c3cnccn3)[C@@H](CO)O2)cc1,-3,-0.1
O=C(C[C@@H]1CC[C@@H](NS(=O)(=O)c2ccc(F)cc2)[C@H](CO)O1)N1CCc2ccccc2C1,-1,0.1
COc1ccc(S(=O)(=O)NCc2ccco2)cc1OC,5,-0.2
Cc1ccccc1-c1cnc2c(c1)C(=O)N([C@H](C)CO)C[C@H](C)[C@@H](CN(C)Cc1cncnc1)O2,-8,-1.1
O=C1C(=O)N(CCCn2ccnc2)C(c2ccccc2)C1C(=O)c1cccs1 (stereo unspecified),-10,3.4
CO[C@H]1CN(C)C(=O)c2cc(NS(=O)(=O)CC(F)(F)F)ccc2OC[C@@H](C)N(CCC(F)(F)F)C[C@@H]1C,-4,-0.1

# Arranged by heavy-atom count (high to low): 5 of the compounds above.
SMILES,EZH2 inh,IDH1 R132H inh
Cc1noc(C)c1NC(=O)Nc1ccc2c(c1)CC(=O)N([C@H](C)CO)C[C@@H](C)[C@H](CN(C)Cc1ccc(Oc3ccccc3)cc1)O2,/,3.0
COc1cccc(S(=O)(=O)Nc2ccc3c(c2)[C@H]2C[C@@H](CC(=O)NCc4ccc(Cl)cc4)O[C@H](CO)[C@H]2O3)c1,-5,-0.1
C/C=C/c1cnc2c(c1)C(=O)N([C@H](C)CO)C[C@H](C)[C@H](CN(C)C(=O)Cc1ccccn1)O2,-5,0.1
COc1ccc(C#Cc2cnc3c(c2)C(=O)N([C@H](C)CO)C[C@H](C)[C@H](CN(C)C)O3)cc1,8,1.9
COCCCN=C1NS(=O)(=O)c2ccccc21,3,0.6

# For reference, some entries already given.
SMILES,EZH2 inh,IDH1 R132H inh
O=C1C(=O)N(CCCn2ccnc2)C(c2ccccc2)C1C(=O)c1cccs1 (stereo unspecified),-10,3.4
CO[C@H]1CN(C)C(=O)c2cc(NS(=O)(=O)CC(F)(F)F)ccc2OC[C@@H](C)N(CCC(F)(F)F)C[C@@H]1C,-4,-0.1

# Following part.
SMILES,EZH2 inh,IDH1 R132H inh
C[C@H]1CN([C@@H](C)CO)C(=O)c2cccc(NC(=O)Nc3cccc4ccccc34)c2O[C@@H]1CN(C)S(=O)(=O)c1ccc(Cl)cc1,/,-1.3
CO[C@H]1CN(C)C(=O)c2ccc(NC(=O)Nc3cc(F)ccc3F)cc2OC[C@H](C)N(C(=O)c2cnccn2)C[C@@H]1C,-4,-0.4
CCOC(=O)Cn1c2ccc(Cl)cc2c2nc3ccccc3nc21,0,-0.1
COC(=O)c1ccccc1NC(=O)NCc1ccc(C(=O)O)cc1,-2,-0.2
COCC#Cc1ccc2c(c1)O[C@@H](CN(C)C(=O)C1CCC1)[C@@H](C)CN([C@H](C)CO)S2(=O)=O,0,-0.6
C[C@H]1CN([C@@H](C)CO)C(=O)c2cc(NS(C)(=O)=O)ccc2O[C@H]1CN(C)CC1CC1,5,1.7
C[C@H](CO)N1C[C@H](C)[C@H](CN(C)CC2CCCCC2)OCCCC[C@H](C)Oc2ccc(NC(=O)C3CCCCC3)cc2C1=O,/,4.4
C[C@@H]1CN([C@H](C)CO)C(=O)c2cccc(NC(=O)c3ccc(-c4nccs4)cc3)c2O[C@@H]1CN(C)Cc1ccc2c(c1)OCO2,/,-8.1
CCn1c(O)c(/C=C2/C=CC=N2)c(=O)[nH]c1=S,47,-0.1
C[C@H]1CN([C@@H](C)CO)C(=O)c2cc(C#CC3(O)CCCC3)cnc2O[C@@H]1CN(C)Cc1cccnc1,/,-2.2
Cc1ccc(-c2cnc3c(c2)C(=O)N([C@H](C)CO)C[C@H](C)[C@@H](CN(C)C(=O)c2ccc(F)cc2)O3)cc1,4,-7.0
COc1ccc(Cl)cc1N(CC(=O)Nc1ccc(Br)cc1F)S(C)(=O)=O,-7,0.3
COc1ccc(S(=O)(=O)Nc2cccc3c2O[C@H](CN(C)Cc2ccc(C(F)(F)F)cc2)[C@H](C)CN([C@H](C)CO)C3=O)cc1,/,1.3
c1ccc(-c2csc3ncn4cnnc4c23)cc1,-11,-2.4
C[C@@H]1CCCCO[C@@H](CN(C)C(=O)c2ccccc2)[C@H](C)CN([C@H](C)CO)C(=O)c2cc(NS(=O)(=O)c3cn(C)cn3)ccc2O1,/,2.8
COCC#Cc1cnc2c(c1)C(=O)N([C@@H](C)CO)C[C@H](C)[C@H](CN(C)C(=O)CN1CCOCC1)O2,-10,0.5
O=C(NCc1ccccn1)c1cc(-c2cccnc2)nc2ccc(Br)cc12,-7,0.4
CN(C)CC(=O)N[C@@H]1CC[C@@H](CCn2cc(C3CCCCC3)nn2)O[C@H]1CO,-13,-0.2
O=C(Cn1cnc([N+](=O)[O-])n1)Nc1ccc(N2CCOCC2)c(Cl)c1,-7,0.5
COc1ccccc1-c1cn(CC[C@@H]2CC[C@H](NC(=O)NC(C)C)[C@H](CO)O2)nn1,1,-0.4
C[C@@H]1CCCCO[C@H](CN(C)C(=O)Nc2ccc(F)cc2)[C@@H](C)CN([C@H](C)CO)C(=O)c2cc(NC(=O)Nc3ccc4c(c3)OCO4)ccc2O1,/,9.7
CO[C@@H]1CN(C)C(=O)c2ccc(NS(C)(=O)=O)cc2OC[C@H](C)N(C(=O)CN(C)C)C[C@H]1C,2,0.2
C[C@H](CO)N1C[C@H](C)[C@@H](CN(C)S(C)(=O)=O)Oc2ccc(NC(=O)NC3CCCCC3)cc2CC1=O,-2,0.4
CCOc1ccc(OCC(=O)Nc2cccc(C(=O)O)c2)cc1,10,1.2
C[C@H](CO)N1C[C@H](C)[C@@H](CN(C)CC2CCCCC2)Oc2ccc(NC(=O)Nc3ccc4c(c3)OCO4)cc2CC1=O,-7,/

# (listing goes on)
SMILES,EZH2 inh,IDH1 R132H inh
O=C(C[C@H]1C=C[C@@H](NC(=O)Nc2ccc(C(F)(F)F)cc2)[C@H](CO)O1)NCCN1CCCC1,-4,0.3
C[C@H]1CN([C@@H](C)CO)C(=O)c2cc(Br)cnc2O[C@@H]1CN(C)Cc1ccncc1,-3,-1.0
CC(C)NC(=O)Nc1ccc2c(c1)C(=O)N([C@H](C)CO)C[C@@H](C)[C@@H](CN(C)Cc1ccc(C(F)(F)F)cc1)OCCCC[C@@H](C)O2,/,0.3
O=C(Cn1cnc2scc(-c3cccc([N+](=O)[O-])c3)c2c1=O)Nc1ccc(F)c(Cl)c1,-21,0.4
CCO[C@@H]1OC(C(=O)N2CCOCC2)=C[C@H](c2ccc(Br)cc2)[C@H]1CCCO,9,/
CC(=O)c1ccc(O[C@@H]2O[C@H](CO)[C@@H](O)[C@H](O)[C@H]2O)c(/C=C/C(C)(C)O)c1,5,0.0
Nc1nc(-c2ccco2)nn1C(=O)c1ccco1,4,1.2
C/C=C/c1ccc2c(c1)O[C@@H](CN(C)C(=O)C1CCC1)[C@@H](C)CN([C@@H](C)CO)S2(=O)=O,-5,/
O=C(Nc1cc(F)ccc1F)N[C@@H]1CC[C@H](CCNC(=O)c2cnccn2)O[C@H]1CO,3,0.3
COc1ccc(NC(=O)Nc2ccc3c(c2)CC(=O)N([C@H](C)CO)C[C@H](C)[C@H](CN(C)S(=O)(=O)c2ccc(Cl)cc2)O3)cc1,/,1.0
C[C@H](NC(=O)C[C@@H]1CC[C@@H](NC(=O)Nc2ccc3c(c2)OCO3)[C@H](CO)O1)c1ccccc1,3,0.4
C=C1CCC2(C(=O)OC3OC(CO)C(O)C(O)C3O)CCC3(C)C(=CCC4C5(C)CC(O)C(OC6OCC(O)C(O)C6OC6OC(CO)C(O)C(O)C6O)C(C)(CO)C5CCC43C)C2C1 (stereo unspecified),/,0.2
CC(C)C#Cc1ccc2c(c1)O[C@H](CN(C)C(=O)c1cccnc1)[C@@H](C)CN([C@@H](C)CO)S2(=O)=O,-3,3.9
Cc1noc(C)c1NC(=O)N[C@@H]1C=C[C@@H](CC(=O)N2CCCCC2)O[C@@H]1CO,3,-0.3
CC(C)CC#Cc1cnc2c(c1)C(=O)N([C@@H](C)CO)C[C@@H](C)[C@H](CN(C)C(=O)C1CCOCC1)O2,14,-0.1
C[C@@H]1CN([C@H](C)CO)C(=O)c2cc(NS(=O)(=O)c3ccccc3)ccc2O[C@@H]1CN(C)CC1CC1,2,1.4
O=C(C[C@@H]1C[C@H]2c3cc(NC(=O)Nc4ccccc4)ccc3O[C@H]2[C@@H](CO)O1)NCc1ccncc1,6,0.1
O=C(N[C@@H]1CC[C@H](CCNC(=O)C2CCCC2)O[C@H]1CO)c1ccncc1,7,0.3
CCC(=O)N(C)C[C@@H]1Oc2ncc(-c3ccc(C)cc3)cc2C(=O)N([C@H](C)CO)C[C@@H]1C,/,-2.3
C[C@@H]1CCCCO[C@H](CN(C)CC2CCCCC2)[C@H](C)CN([C@H](C)CO)C(=O)c2cc(NC(=O)Nc3cccc4ccccc34)ccc2O1,/,-0.8
CCCC(=O)Nc1ccc2c(c1)OC[C@@H](C)N(Cc1nccs1)C[C@H](C)[C@@H](OC)CN(C)C2=O,7,0.3
C[C@@H]1CN([C@@H](C)CO)C(=O)c2cc(NC(=O)C3CCCCC3)ccc2O[C@H]1CN(C)CC1CCCCC1,/,-0.4
COCC#Cc1ccc2c(c1)O[C@@H](CN(C)C(=O)C1CC1)[C@H](C)CN([C@H](C)CO)S2(=O)=O,-13,/
CCCNC(=O)N(C)C[C@@H]1Oc2ncc(C#Cc3ccccc3F)cc2C(=O)N([C@@H](C)CO)C[C@@H]1C,2,/
Cc1cc(NC(=O)CN(c2ccc(Cl)cc2)S(C)(=O)=O)ccc1Br,-3,-0.4

# Remaining list, next part:
SMILES,EZH2 inh,IDH1 R132H inh
C[C@@H]1CCCCO[C@@H](CN(C)Cc2ccc3c(c2)OCO3)[C@H](C)CN([C@H](C)CO)C(=O)c2cc(NC(=O)Nc3ccccc3)ccc2O1,/,1.0
CC(C)CC#Cc1ccc2c(c1)O[C@H](CN(C)CC1CCOCC1)[C@@H](C)CN([C@H](C)CO)S2(=O)=O,35,-2.9
COc1cc(Br)c(/C=N/NC(=O)c2ccccn2)cc1OC,0,-0.4
C[C@@H]1CCCCO[C@@H](CN(C)Cc2ccccc2)[C@@H](C)CN([C@@H](C)CO)C(=O)c2cc(NS(=O)(=O)c3ccc(F)cc3)ccc2O1,/,6.1
Cc1cc(=O)oc2cc(NC(=S)NCCCN3CCCC3=O)ccc12,0,-0.1
C[C@@H]1CN([C@@H](C)CO)C(=O)c2cccc(NC(=O)C3CCCCC3)c2O[C@H]1CN(C)S(=O)(=O)c1ccc(Cl)cc1,-12,/
O=C(NCCN1CCOCC1)c1cc2ccccc2o1,-12,-0.5
COc1ccc(C(C)=O)cc1CSc1nnc(-c2ccc(Br)cc2)n1-c1ccccc1,15,0.1

# Some of the compounds tested; the hit share may differ from the screen's.
